# Compound activity from PubChem BioAssay.
# FN deposition inh: fibronectin deposition inhibition; inhibition, % at 12.6 µM; 0.086% of 350,000 active; AH1F fibroblasts, Alexa488-fibronectin deposition fluorescence, overnight; AID 743247;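 active means mean inhibition across replicates of 30% or more, regardless of how many single replicates reach that level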;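 further: positive control wells lacked labelled fibronectin entirely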
#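 Schedule: 1 h cell adhesion before compound, then overnight fibronectin incubation; test system: AH1F fibroblast monolayer depositing Alexa488-labelled fibronectin into matrix; quantity: 10000 AH1F cells per well; probe or stimulus: fluorescent fibronectin at 24 nM final; signal: fluorescence, ex 485 nm, em 525 nm; evaluation: percent inhibition as loss of matrix-bound fibronectin fluorescence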
# LGR2 inh: inhibitors of bursicon-induced Drosophila LGR2 receptor cAMP signaling; HEK293 LGR2, CRE-luciferase, bursicon-stimulated, 4 h; 0.35% of 380,000 active; inhibition, % at 9.99 µM;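 active means drop in luminescence signal, shown as inhibition above about 50% in the replicate tests, limit read from the data, passing the limit was not always enough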;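 further: agonist challenge used bursicon conditioned medium at about half maximal strength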
# CASP6 VEID inh: caspase-6 (human) enzyme inhibition; P55212; purified caspase-6, Z-VEID-R110 cleavage fluorescence; inhibition, % at 12.5 µM; 0.53% of 350,000 active; AID 686996;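 active means mean inhibition across replicates at least about 35%, with every replicate also reaching that limit, limit read from the data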;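 further: 0% = median of neutral control wells and 100% = no fluorescence left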
# Target sequence (P55212 24-179 limits assumed): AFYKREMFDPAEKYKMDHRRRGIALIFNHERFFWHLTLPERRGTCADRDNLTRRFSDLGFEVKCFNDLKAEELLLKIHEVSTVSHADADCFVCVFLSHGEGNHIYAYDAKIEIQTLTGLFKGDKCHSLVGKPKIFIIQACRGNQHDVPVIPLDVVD
# Target sequence (P55212 194-293 limits assumed): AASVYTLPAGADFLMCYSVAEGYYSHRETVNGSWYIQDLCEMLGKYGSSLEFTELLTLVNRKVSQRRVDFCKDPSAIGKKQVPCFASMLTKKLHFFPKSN
# SIRT5 block: inhibitors of human sirtuin-5 desuccinylase | Q9NXA8 | Purified SirT5, succinyl-peptide AMC, trypsin-coupled fluorescence | inhibition, % at 15 µM | 1.1% of 330,000 active | AID 652115; in the data active means inhibition above about 15%
# Target sequence (Q9NXA8 whole entry, looked up): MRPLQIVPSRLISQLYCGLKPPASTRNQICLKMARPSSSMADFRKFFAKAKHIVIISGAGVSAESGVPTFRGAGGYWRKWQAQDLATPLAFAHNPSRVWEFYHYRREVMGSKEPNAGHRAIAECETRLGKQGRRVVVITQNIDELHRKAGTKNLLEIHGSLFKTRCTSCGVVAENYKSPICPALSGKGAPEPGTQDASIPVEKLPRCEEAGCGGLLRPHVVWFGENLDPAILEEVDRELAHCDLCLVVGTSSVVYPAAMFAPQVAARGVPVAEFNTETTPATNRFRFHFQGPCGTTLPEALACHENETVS
# S100A4 MyoIIA: blocks human S100A4 binding to myosin IIA peptide | inhibition, % at 10.7 µM | S100A4/TAMRA-MyoIIA peptide fluorescence polarization | 0.14% of 360,000 active | P26447;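 active means mean inhibition of at least 70% across replicates, with every replicate also reaching that level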
# Target sequence (P26447 whole entry, looked up): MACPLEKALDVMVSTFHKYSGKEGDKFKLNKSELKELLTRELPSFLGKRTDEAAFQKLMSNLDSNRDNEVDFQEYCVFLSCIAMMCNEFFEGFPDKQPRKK
#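 Test system: S100A4 monomer protein. Medium: HEPES buffer with Ca2+, pH 7.2. Reagent: fluorescent myosin IIA peptide, 5 nM. Compound dosing: single-point compound testing. Timing: 5 min between mix addition and reading. Benchmarks: DMSO neutral and TFP positive wells.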
# C2C12 statin: protects C2C12 myotubes from simvastatin toxicity; ATP luminescence, 48 h; scaled: DMSO 0, geranylgeraniol control 100; AID 602340; 0.78% of 330,000 active; rescue of ATP level, % at 7.49 µM;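 active means mean ATP rescue above about 67%, or every replicate alone reaching that limit, limit read from the data, passing the limit was not always enough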;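 further: myotubes were challenged with 10 µM simvastatin during compound exposure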
# esBAF inh: blocks esBAF chromatin remodeling in mouse ES cells; Bmi1-luciferase knock-in reporter, 24 h; 100% = twice the neutral-well signal; 2% of 350,000 active; reporter increase, % at 12.5 µM; AID 602393; in the data active means activation above about 40%;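 further: 0% = median of the plate's neutral control wells and 100% = double that signal; a rise in the Bmi1 reporter signal indicates esBAF inhibition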
# An asterisk follows results filed as active; . = not tested or not shown; & = joins results of further samples.
cpd	SMILES	FN deposition inh	LGR2 inh	CASP6 VEID inh	SIRT5 block
1	C[C@@H]1CN([C@@H](C)CO)C(=O)c2cccc(NC(=O)C3CCOCC3)c2O[C@H]1CN(C)S(=O)(=O)c1ccc(Cl)cc1	11	-11&2	-1&-2	-5&-2
2	O=C(C[n+]1ccc(C(=O)NCc2ccccc2)cc1)c1ccc(OC(F)F)cc1	6	7	3	-2
3	CC(C)N1C(=O)N(c2cccc(Cl)c2)C(C)(O)CC1(C)C (configuration not stated)	1	10	0	-3
4	COc1ccccc1-n1c(SCC(=O)Nc2cc(C)on2)nc2c([nH]c3ccccc32)c1=O	3	17	0	1
5	CCCOc1ccc(F)cc1-c1cc(C(=O)Nc2ccc(F)cc2)[nH]n1	3	21	1	.
6	CCC[C@H](CN[C@@H](CNC)[C@H](C)CC)NCCc1cc(C(F)(F)F)cc(C(F)(F)F)c1	6	63*	18	.
7	COc1cccc(S(=O)(=O)N2CC[C@H]3[C@@H](CO)N(C)c4ccc(C#Cc5cccnc5)cc4[C@H]32)c1	5	-1	-1	-1
8	O=C(Nc1nc(-c2ccc3c(c2)OCCO3)cs1)c1ccc(Br)o1	0	-11	-2	.
9	Cc1ccccc1OCC(=O)N/N=C/c1ccc(N2CCOCC2)o1	-3	13	1	-1
10	COc1ccccc1NC(=O)N[C@@H]1CC[C@@H](CCNC(=O)c2ccc3c(c2)OCO3)O[C@@H]1CO	-15	6	-3	1
11	Cc1nn(C)c(C(=O)NN)c1Cl	.	-6	0	1
12	NC(=O)Cc1ncc(C(F)(F)F)cc1Cl	6	-30	3	2

cpd	S100A4 MyoIIA	C2C12 statin	esBAF inh
1	9&1	-7&-6	5&9
2	-2	.	.
3	4	-1	4
4	-28	4	-7
5	-4	-10	7
6	3	-161	-85
7	.	-26	1
8	-20	-2	8
9	-4	.	.
10	0	8	1
11	-3	.	.
12	3	.	.

# Additional entries
cpd	SMILES	FN deposition inh	LGR2 inh	CASP6 VEID inh	SIRT5 block
13	CCC(=O)c1ccc(OCC(O)Cn2nnc3ccccc32)cc1 (configuration not stated)	-3	7	1	-2
14	O=C1CCCCCCCCCC/C(=N\O)CCCO1	4	25	-3	0
15	COc1ccc(CCCNC(=O)C2(C)Cc3c(-c4ccc(NC(C)=O)cc4)ccnc3O2)cc1 (configuration not stated)	4	24	3	-2
16	Cc1c(NC(=O)c2ccc(COc3ccc4ccccc4c3)o2)c(=O)n(-c2ccccc2)n1C	.	-47	-1	0
17	CC1CN(C=O)CC(C)N1CCN1C(C)CN(C=O)CC1C (configuration not stated)	3	-6	0	5
18	COc1ccc(C2C(C(=O)O)c3ccccc3C(=O)N2Cc2ccco2)cc1 (configuration not stated)	8	13	0	-1
19	COc1ccc(Cc2noc(CN3CCCN(Cc4ccc(F)cc4)CC3)n2)cc1OC	-9	-15	-10	1
20	Cc1c(CC(=O)N2CCC(C(=O)O)CC2)c(=O)oc2cc3c(cc12)CCC1(CCCCC1)O3	.	.	1	-45
21	CCCCC(=O)Nc1ccc2c(c1)nc(CCN1CCN(c3ccccn3)CC1)n2C	1	14	-3	4
22	Cc1ccc(S(=O)(=O)N2CCCCC2)cc1NC(=O)c1ccccn1	-7	-4	0	-5
23	CCN(CC)c1ccc(-c2c(C#N)c(N)nc(OC)c2C#N)cc1	4	-20	1	.
24	Cc1onc(-c2ccccc2)c1-c1nnc(COC(=O)c2ccc(O)cc2)o1	-5	4	-2	-4

cpd	S100A4 MyoIIA	C2C12 statin	esBAF inh
13	8	.	.
14	1	.	.
15	26	2	1
16	-4	-14	10
17	-3	2	1
18	-2	.	.
19	-2	.	.
20	-1	-2	11
21	-1	-49	4
22	3	.	.
23	17	-45	4
24	-10	-16	.

# Further entries:
cpd	SMILES	FN deposition inh	LGR2 inh	CASP6 VEID inh	SIRT5 block
25	Cc1cc(C(=O)CSc2ncccn2)c(C)n1Cc1ccco1	0	-57	3	3
26	O=C(O)c1ccccc1-c1ccc(C=c2sc3nc4cc(Br)cnc4n3c2=O)o1	4	2	.	30*
27	CCC1=C(OC(=O)N(CC)CC)N2C(=O)OC(=NCc3ccccc3)[C@]2(C)[C@H]2C1=CC[C@H]1C(=O)N(c3ccccc3)C(=O)[C@H]12	5	-5	2	10
28	C[C@H]1CN([C@@H](C)CO)C(=O)Cc2cc(NS(=O)(=O)c3ccccc3)ccc2O[C@@H]1CN(C)C(=O)Nc1cccc2ccccc12	.	14	15	5
29	CCOc1ccc(/C=N/NC(=O)c2ccccc2NC(=O)c2ccc(OC)cc2)cc1	0	-19	-3	-4
30	COc1ccc(NC(=O)N(C)C[C@@H]2Oc3c(NC(=O)c4ccc(-c5nccs5)cc4)cccc3C(=O)N([C@H](C)CO)C[C@H]2C)cc1	.	-4	-3	3
31	O=C(O/N=C(/c1ccccc1)c1ccncc1)c1ccc(F)cc1	1	-6	-1	-4
32	O=C(NNC(=O)c1cc(Cl)nc2ccccc12)c1ccccc1F	6	5	4	-3
33	Cc1cc(=O)[nH]c2nnc(SCC(=O)N3CC(C)OC(C)C3)n12 (configuration not stated)	-2	-13	-1	-3
34	O=C(Cc1ccccc1)Nc1ccc(C(=O)NCc2ccccc2)cc1	-1	17	-3	-1
35	C[C@@H]1CN([C@H](C)CO)C(=O)c2cc(NC(=O)NC3CCCCC3)ccc2O[C@@H](C)CCCCO[C@@H]1CN(C)CC1CCCCC1	-5	6	.	.
36	Cc1cc(-c2ccc(C)c(S(=O)(=O)Nc3cccc(CN4CCCC4)c3)c2)on1	9	-4	-3	-8

cpd	S100A4 MyoIIA	C2C12 statin	esBAF inh
25	-2	-11	28
26	-1	-13	-6
27	0	4	-1
28	4	-21	0
29	-1	.	.
30	-2	.	2
31	-3	.	.
32	2	.	.
33	0	4	7
34	0	-9	4
35	.	-39	6
36	-3	-6	5

# As entered above:
# Reading of compound 15 in SIRT5 block: -2
# Reading of compound 27 in FN deposition inh: 5
# Reading of compound 31 in S100A4 MyoIIA: -3

# Next records follow:
cpd	SMILES	FN deposition inh	LGR2 inh	CASP6 VEID inh	SIRT5 block
37	C[C@@H]1CN([C@H](C)CO)C(=O)c2cccc(N(C)C)c2O[C@@H]1CN(C)Cc1ccc2c(c1)OCO2	5	-2	-1	4
38	C[C@H]1CN([C@@H](C)CO)C(=O)c2cccc(NC(=O)c3ccncc3)c2O[C@@H]1CN(C)Cc1ccncc1	.	1	1	2
39	N#C/C(=C(/O)COC(=O)c1ccc(C#N)cc1)c1nc2ccccc2s1	8	-28	-2	1
40	CC(C)(C)C(=O)NC(=S)N1CCOCC1	3	6	-1	-6
41	O=C(O)CSCC(=O)Nc1ccc(C(=O)O)cc1	5	.	.	.
42	COc1ccccc1-c1ccc([C@H]2[C@H](CO)N3CCCCN(C(=O)c4ccncc4)C[C@@H]23)cc1	.	-11	-6	5
43	OCc1nc2ccccc2n1/N=C/c1cccs1	9	.	0	-1
44	COC(=O)c1c(NC(=O)COC(=O)CNC(=O)c2cccc(OC(F)F)c2)sc(C)c1C	.	-7	0	.
45	N#Cc1csc(CCNC(=O)c2ccccc2)n1	-7	-7	-1	1
46	Cc1ccc([N+](=O)[O-])cc1S(=O)(=O)N1CCCCC1C(=O)O (configuration not stated)	.	32	0	.
47	O=C(C[C@@H]1C=C[C@H](NC(=O)C2CCC2)[C@@H](CO)O1)NC1CCCCC1	6	-2	3	-2
48	N#Cc1nc(Nc2cc(F)cc(F)c2)c2ncn(CC(F)F)c2n1	7	-46	-2	.

cpd	S100A4 MyoIIA	C2C12 statin	esBAF inh
37	66	-9	-6
38	1	3	-4
39	1	5	10
40	-4	.	.
41	.	3	-5
42	-4	.	.
43	-29	.	.
44	-2	5	1
45	-14	-2	-1
46	3	.	.
47	7	1	3
48	1	-34	27

# Part of the list above in order of molecular weight, falling:
cpd	SMILES	FN deposition inh	LGR2 inh	CASP6 VEID inh	SIRT5 block
44	COC(=O)c1c(NC(=O)COC(=O)CNC(=O)c2cccc(OC(F)F)c2)sc(C)c1C	.	-7	0	.
46	Cc1ccc([N+](=O)[O-])cc1S(=O)(=O)N1CCCCC1C(=O)O (configuration not stated)	.	32	0	.
41	O=C(O)CSCC(=O)Nc1ccc(C(=O)O)cc1	5	.	.	.
40	CC(C)(C)C(=O)NC(=S)N1CCOCC1	3	6	-1	-6

cpd	S100A4 MyoIIA	C2C12 statin	esBAF inh
44	-2	5	1
46	3	.	.
41	.	3	-5
40	-4	.	.

# Carrying on.
cpd	SMILES	FN deposition inh	LGR2 inh	CASP6 VEID inh	SIRT5 block
49	C[C@@H]1CN([C@H](C)CO)C(=O)c2cc(NC(=O)NC3CCCCC3)ccc2O[C@@H]1CN(C)S(=O)(=O)c1cccs1	.	-7	0	-5
50	COc1ccccc1C#Cc1ccc([C@H]2[C@@H](CO)N3CCCCN(C(=O)C4CCCC4)C[C@@H]23)cc1	.	.	-5	19*
51	COc1ccc2c(CC(=O)NNC(=O)c3ccc(C)cc3)coc2c1	-3	-8	1	21*
52	CC(C)c1ccc(NC(=S)Nc2ccc(OC(F)(F)F)cc2)cc1	-11	-18	0	-6
53	CN(C)/C=N/c1c(C#N)cnn1C	.	2	-1	3
54	Nn1c(SCC(=O)Nc2ccc3c(c2)OCO3)nnc1-c1ccc(Cl)cc1	-3	.	.	.
55	CC1CC(=O)c2cc(-c3ccccc3)oc2C1 (configuration not stated)	-1	-37	3	.
56	COc1ccc2oc(C(=O)NC3(C)CCS(=O)(=O)C3)c(C)c2c1 (configuration not stated)	-1	-8	-1	-13
57	CSCCC(NC(N)=O)C(=O)Nc1ccc(C)cc1 (configuration not stated)	-10	.	5	-3
58	C[C@@H]1CN([C@H](C)CO)C(=O)CCCn2cc(nn2)CO[C@H]1CN(C)S(=O)(=O)c1ccccc1C#N	-1&-10	-14&7	-1&0	-3&0
59	O=C(Nc1ccccc1C(=O)NCC1CCCO1)c1ccc(Cl)cc1 (configuration not stated)	-3	-21	0	-1
60	Cc1noc(C)c1S(=O)(=O)Nc1ccc2c(c1)C(=O)N([C@@H](C)CO)C[C@@H](C)[C@H](CN(C)C(=O)Nc1ccc(F)cc1)O2	3	-21	.	.

cpd	S100A4 MyoIIA	C2C12 statin	esBAF inh
49	4	.	-2
50	-2	.	.
51	-4	17	.
52	-2	.	.
53	3	11	-3
54	.	4	-2
55	-1	11	36
56	-3	.	.
57	4	.	.
58	2&4	-4	3
59	-24	.	.
60	.	11	-3

# Limited to C2C12 statin, esBAF inh and SIRT5 block, for 2 of the compounds above:
item	SMILES	C2C12 statin	esBAF inh	SIRT5 block
54	Nn1c(SCC(=O)Nc2ccc3c(c2)OCO3)nnc1-c1ccc(Cl)cc1	4	-2	.
50	COc1ccccc1C#Cc1ccc([C@H]2[C@@H](CO)N3CCCCN(C(=O)C4CCCC4)C[C@@H]23)cc1	.	.	19*

# Additional entries
cpd	SMILES	FN deposition inh	LGR2 inh	CASP6 VEID inh	SIRT5 block
61	C[C@@H]1CN([C@@H](C)CO)C(=O)c2cc(NS(=O)(=O)c3cccs3)ccc2O[C@@H]1CN(C)Cc1ccc(Cl)c(Cl)c1	.	-6	2	18*
62	COc1cc(C2NC(=O)CCC2[N+](=O)[O-])c(OC)cc1Br (configuration not stated)	-5	7	-2	5
63	CCc1cc2c3c(c1)/C(=C1/SC(N)=NC1=O)C(=O)N3C(C)(C)C=C2C	-1	.	.	.
64	C[C@@H]1CCCCO[C@H](CN(C)C(=O)C2CCCCC2)[C@H](C)CN([C@@H](C)CO)C(=O)c2cc(NS(=O)(=O)c3ccc(Cl)cc3)ccc2O1	-16	23	1	12
65	CC(=O)c1c(C)nc(-c2ccc(OCC(=O)Nc3ccc(F)cc3)cc2)n1O	8	.	2	3
66	CCn1c(C(C)NS(=O)(=O)c2ccc(Cl)cc2)n[nH]c1=S (configuration not stated)	.	-8	11	-5

cpd	S100A4 MyoIIA	C2C12 statin	esBAF inh
61	-4	32	-2
62	-3	4	-5
63	.	-2	-7
64	6	.	13
65	39	-1	11
66	-8	4	-3

# This is a subset (hit frequency here may not be typical).
